OX1R antag-1 – blocks the human orexin 1 receptor. O43613. OX1R-expressing cells, FRET antagonist read-out. inhibition, % at 6.6 µM. 1.8% of 330,000 active. AID 485270; in the data active = inhibition mostly above about 38%, no sharp cut-off; inactive = mostly below about 40%;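 note: 0% = agonist challenge alone and 100% = reference antagonist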
Target sequence (O43613 whole entry, looked up): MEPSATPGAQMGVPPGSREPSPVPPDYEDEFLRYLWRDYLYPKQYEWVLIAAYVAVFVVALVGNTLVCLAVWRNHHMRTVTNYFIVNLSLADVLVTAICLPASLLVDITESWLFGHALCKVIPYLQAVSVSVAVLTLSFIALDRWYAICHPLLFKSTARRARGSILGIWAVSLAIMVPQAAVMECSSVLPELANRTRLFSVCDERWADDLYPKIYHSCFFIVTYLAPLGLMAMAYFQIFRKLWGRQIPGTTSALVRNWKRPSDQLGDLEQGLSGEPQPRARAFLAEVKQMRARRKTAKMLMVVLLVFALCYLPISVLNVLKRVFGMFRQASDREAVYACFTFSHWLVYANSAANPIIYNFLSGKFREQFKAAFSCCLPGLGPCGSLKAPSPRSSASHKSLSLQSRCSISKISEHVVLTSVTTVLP
OX1R antag-2 – antagonists of human orexin 1 receptor; O43613; CHO/OX1R cells, Fluo-8 calcium fluorescence, orexin A; inhibition, % at 5 µM; 0.43% of 330,000 active; AID 434989;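 active = inhibition above its plate's threshold, mean inhibition of all tested compounds on the plate plus 3 SD, cut at about 37% in these data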;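 note: 0% = orexin A challenge wells and 100% = SB-334867-A antagonist wells; not every result past the cut was called active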
* = called active by the depositor.

entry	SMILES	OX1R antag-1	OX1R antag-2
1	CC(C)C[C@@H](NC(=O)[C@H]1CCCN1C(=O)Cc1ccccc1)C(N)=O	-3	-21
2	Cc1ccc2c(c1)SC1=NC(c3ccccc3)(C(F)(F)F)NC(=O)N12 (configuration not stated)	18	-29
3	COc1cccc(C2N(c3cccc(Cl)c3)C(=O)C3CCCN32)c1 (configuration not stated)	11	-3
4	CC(=O)c1cccc(NC(=O)CCNS(=O)(=O)c2cccc3nsnc23)c1	58*	-20
5	O=C(NCCc1ccccc1)C1CCN(S(=O)(=O)N2CCCCCC2)CC1	37	-10
6	Cc1cc(NC(=O)CSc2nc3ccccc3n2CC(=O)N2CC(C)CC(C)C2)no1 (configuration not stated)	6	0
7	O=[N+]([O-])c1cccc(CN2CCC(Cc3ccccc3)CC2)c1	19	-16
8	CCn1c(N2CCN(CC(=O)c3c[nH]c4ccccc34)CC2)nc2c1c(=O)[nH]c(=O)n2C	3	-20
9	Cc1ccc(C)n1N1C(=O)/C(=C\c2ccc(Cl)cc2)SC1=S	6	-12
10	CC(NC(=O)c1cccc(OC2CCN(C(=O)C3CC3)CC2)c1)c1ccc(F)cc1 (configuration not stated)	23	-24
11	COC(C[C@H]1O[C@@H]1[C@H](O)[C@H](C)OCc1ccccc1)OC	28	-1
12	NC(=O)CSc1nnc(-c2cccs2)n1-c1ccccc1	7	-3
13	COc1cccc(=O)c2c(C)n(-c3ccc(C(=O)O)cc3)c(C)c12	55	3
14	Cn1c(CO)cnc1-c1ccccc1	-9	-1
15	O=C(NCCCN1CCOCC1)C(=O)c1c[nH]c2ccccc12	2	0
16	Cc1cc(C)c(NC(=O)CSc2nc3ncc(Br)cc3[nH]2)c(Cl)c1	4	-13
17	COc1ccc(CNC(=O)c2ccc(N3CCCC3=O)cc2)cc1	11	-17
18	O=C(CC1C(=O)NCCN1Cc1cccc(F)c1)NC1CCCCCC1 (configuration not stated)	14	-16
19	CCOC(O)[C@H]1N[C@@H](c2ccc(Cl)cc2)[C@@H]([N+](=O)[O-])[C@@H]1c1ccccc1 (some centres not stated)	21	-32
20	Cc1ccc(S(=O)(=O)NCCCNS(C)(=O)=O)cc1	6	3
21	COc1ccccc1CNC(=O)C1Cc2ccccc2C(=O)O1 (configuration not stated)	10	-19
22	Cc1cc(Nc2ccccc2Cl)nc(-c2ccccc2O)n1	11	-42
23	O=C1CN(C(=O)CSc2nc3ccccc3n2CCc2ccccc2)c2ccccc2N1	17	-23
24	Cc1ccc(-n2nnnc2SCC(=O)N(CC(C)C)c2c(N)n(CC(C)C)c(=O)[nH]c2=O)cc1	4	-25
25	CCCC1(C(=O)OCC)NC(c2ccc(OC)cc2OC)C2C(=O)N(c3ccccc3)C(=O)C21 (configuration not stated)	9	-33
26	COc1ccccc1CCNC(=O)CNC(=O)Cc1cccc2ccccc12	11	-4
27	COc1ccc(C(=O)NCc2nnc(SCC(=O)c3ccccc3)o2)cc1	20	-11
28	O=C(NCCN1CCN(C(=O)c2cccc(Br)c2)CC1)C(=O)Nc1ccc(Br)cc1	12	-35
29	COC(=O)Nc1ccc(N2CCOCC2)c(S(=O)(=O)N2CCOCC2)c1	28	1
30	O=C(CCCN1CCC(O)(c2ccc(Br)cc2)CC1)c1ccc(F)cc1	20	-7

Quoted at random: 2 records from the list, in no set order.
entry	SMILES	OX1R antag-1	OX1R antag-2
28	O=C(NCCN1CCN(C(=O)c2cccc(Br)c2)CC1)C(=O)Nc1ccc(Br)cc1	12	-35
26	COc1ccccc1CCNC(=O)CNC(=O)Cc1cccc2ccccc12	11	-4

Later entries
entry	SMILES	OX1R antag-1	OX1R antag-2
31	CCC(CC)c1nnc(NC(=O)c2cc([N+](=O)[O-])ccc2N2CCOCC2)s1	0	-15
32	CCC(=O)Nc1ccc(C(=O)CSc2nnc(-c3ccccc3F)n2C2CC2)cc1	2	-20
33	CCNC(=O)C(=O)N1CCC2(CC1)OCCN2S(=O)(=O)c1ccc(C)cc1	17	-1
34	O=C(NCc1ccco1)C1CCN(c2nc3ccccc3n2Cc2ccccc2F)CC1	12	-30
35	COC(=O)C1=C(O)/C(=C\c2ccc(CNC(=O)C(=O)Nc3ccc(C)c(C)c3)o2)N=C1C	29	-21
36	CCOc1ccccc1NC(=O)COc1coc(CN2CCc3ccccc3C2)cc1=O	17	-40
37	Cc1ccccc1OCC(O)CNC1CCCC1 (configuration not stated)	7	-15
38	COc1cc(C(=O)Nc2ccc(S(=O)(=O)Nc3cnc4ccccc4n3)cc2)cc(OC)c1OC	2	-21
39	Cc1cccc(Nc2ncc3c(n2)CC(C)CC3=O)c1 (configuration not stated)	22	-18
40	COc1cc(/C=N/NC(=O)c2c(C)nnn2-c2nonc2N)ccc1O	10	5
41	Cc1nc(NCCN2CCOCC2)c2nnn(Cc3c(F)cccc3Cl)c2n1	-8	-21
42	Cc1nc(NC(=O)CSc2nnc(C)n2CC2CCCO2)sc1C (configuration not stated)	9	-16
43	Cc1ccc(C(=O)NC(C)C2CC3CCC2C3)cc1 (configuration not stated)	6	-13
44	COc1ccc(-c2nnc(SCc3nnc(-c4ccccc4)o3)n2-c2ccccc2)cc1	17	-17
45	O=C(C1CCCN(S(=O)(=O)c2ccccc2)C1)N1CCN(c2ncccn2)CC1 (configuration not stated)	2	-6
46	Cc1ccccc1N1CCN(Cc2cc3c(cc2[N+](=O)[O-])OCO3)CC1	31	-47
47	CC(=O)N1CCc2cc(S(=O)(=O)NCC(=O)NCc3ccc(F)cc3)ccc21	6	-18
48	COc1ccc(O)c(C(=O)c2cnc3nc4ccccc4n3c2)c1	9	-19
49	Cc1ccc(-c2noc(CN(C(=O)c3ccc4c(c3)OCO4)C(C)C)n2)cc1	16	-20
50	COc1ccc(CCNc2oc(COc3ccccc3F)nc2C#N)cc1	33	-17
51	NC(=O)[C@@H]1CCCNc2c(F)cc([N+](=O)[O-])cc2C(=O)N[C@@H](CO)C(=O)N[C@@H](Cc2ccc(O)cc2)C(=O)N1	36	7
52	COc1ccc(NC(=O)C(C)(C)Oc2ccc(Cl)cc2)cn1	8	-15
53	N#Cc1cc(C(=O)c2ccccc2O)cn(-c2nccs2)c1=O	8	40
54	CCc1ccc(C(C)NC(=O)c2ncn[nH]2)cc1 (configuration not stated)	11	2
55	COc1ccccc1CNC(=O)COc1ccc(Br)c(C)c1	21	-29
56	CCOc1ccccc1C(=O)Nc1nncs1	20	-3
57	CCOc1ccc(NCc2cccn2-c2nnc(N3CCC(C(=O)NCCCN4CCCCC4)CC3)s2)cc1	3	-12
58	C/C(=N\NC(=O)c1ccc2c(c1)OCO2)c1ccc2c(c1)OCO2	22	-11
59	CSc1ccccc1NC(=O)c1cnc2sc(C)cn2c1=O	7	-21
60	COc1ccc(C(OCC(O)CNCCc2ccc(S(N)(=O)=O)cc2)c2ccc(OC)cc2)cc1 (configuration not stated)	5	-19
61	Cc1c(C)n2c(SCC(=O)N3CC(C)OC(C)C3)nnc2[nH]c1=O (configuration not stated)	2	-11
62	O=C(CCN1CCN(C(c2ccccc2)c2ccccc2)CC1)N/N=C/c1ccc(O)cc1	3	-23
63	COCC1COS(=O)(=O)NC1(C)C (configuration not stated)	27	-3
64	CC(C)=CCC/C(C)=C/C=N/NC(=O)c1cccc([N+](=O)[O-])c1	21	-22
65	Cc1nnc(SCC(=O)Nc2sccc2C(N)=O)s1	8	-2
66	CC1CCCC(NC(=O)CCn2c(=S)oc3ccccc32)C1C (configuration not stated)	7	-23
67	COc1ccc(Cc2nc3ccc(S(=O)(=O)N4CCOCC4)cc3[nH]2)cc1OC	5	-6
68	O=C(Nc1ccccc1)c1[nH]ncc1[N+](=O)[O-]	18	-11
69	Cc1ccc(OCC(=O)NC(C)c2ccccc2)cc1C (configuration not stated)	26	-8
70	Clc1ccc(C2=Nc3cc(Cl)ccc3OC2)cc1	13	-19
71	CC(=O)C1=C(O)CC(c2ccccc2)CC1=NCCc1c(C)[nH]c2ccccc12 (configuration not stated)	19	-21
72	O=C(NCCc1ccccc1)c1ccc(NS(=O)(=O)c2ccc3[nH]c(=O)[nH]c3c2)cc1	7	0
73	C=CCn1cccc(C(=O)Nc2ccc(OC)cc2OC)c1=O	10	-13
74	COc1ccc(CCNC(=O)COC(=O)c2ccc(N3CCCC3=O)cc2)cc1	26	-8
75	O=C(O)/C(=N/NC(=O)c1ccc(Cl)cc1)c1ccccc1	9	-1
76	CC(C)c1cc(CN2CCN(Cc3ccc(F)c(F)c3)C(CCO)C2)[nH]n1 (configuration not stated)	33	-29
77	Nc1ncnc2c1ncn2C1OC(C(=O)NC2CC2)C(O)C1O (configuration not stated)	22	1
78	Nc1ccc(Oc2ccc(Br)cc2)cc1	14	6
79	O=C(NCc1ccc(F)cc1)C1CCCN1S(=O)(=O)c1cccc2nsnc12 (configuration not stated)	55*	-18
80	O=C(NCCNC(=O)c1cc(OCC(F)(F)F)ccc1OCC(F)(F)F)Nc1cccc(C(F)(F)F)c1	1	-17
81	O=C(CSc1nc2ccc(N3CCOCC3)cc2c(=O)n1CCc1ccccc1)NCC1CCCO1 (configuration not stated)	7	-28
82	Cc1ccc(-c2cc(C(=O)N3CCOCC3)c3cc(C)ccc3n2)cc1	42	-23
83	O=[N+]([O-])c1ccc(-c2cnc(SC(c3ccccc3)c3ccccc3)[nH]2)cc1	54*	37
84	O=C(NCc1cccnc1)c1nn2cccnc2c1Cl	8	-18
85	CCC1(CC)C(=O)N(C)C(=O)NC1=Nc1ccccc1	9	-5
86	O=C(/C(=C/c1cccc(Cl)c1)c1nc2ccccc2[nH]1)c1ccccc1	15	-11
87	CC1CCN(C(=O)COc2coc(CN3CCc4ccccc43)cc2=O)CC1	18	-5
88	CN1CCN(c2ccc(S(=O)(=O)N3CCCCC3)cc2NC(=O)c2ccc3ccccc3c2)CC1	23	-17
89	Cc1cccnc1NC1OC(=O)c2ccccc21 (configuration not stated)	12	-1
90	O=C(c1ccc(=O)[nH]c1)N(Cc1cccs1)C1(C(=O)NC2CCCC2)CCCCC1	0	-23

Next part:
entry	SMILES	OX1R antag-1	OX1R antag-2
91	COCCCn1c(=S)[nH]c(C)c(C)c1=O	11	-4
92	COc1ccc(NC(=O)CCCSc2nc(-c3ccco3)cc(C(F)(F)F)n2)cc1OC	66*	-10
93	CC(C)(C)n1ncc2c(=O)n(CC(=O)N3CCCCC3)cnc21	15	-9
94	Cc1cccc(NC(=S)NCC(c2ccccc2)N(C)C)c1 (configuration not stated)	-1	-16
95	CC(=O)c1nn(-c2cccc(Br)c2)cc1C(=O)c1cccc2ccccc12	14	-17
96	O=C(O)CCn1cc(/C=C/C(=O)c2ccc(Cl)cc2)c(-c2ccc(Br)cc2)n1	9	-7
97	CC(=O)NC(=S)Nc1ccc2oc(-c3cc(F)c(F)cc3Cl)nc2c1	20	-22
98	Cc1ccccc1N1C(=O)CC(N2CCC(C(N)=O)CC2)C1=O (configuration not stated)	-1	2
99	Cc1cc(=O)oc2cc(NC(=O)CCCC(=O)O)ccc12	14	-9
100	CC(=O)Nc1ccc(S(=O)(=O)N2CCN(C(=O)c3cccnc3)CC2)cc1	12	4
101	O=C(Cn1cnc2c(OCc3ccccc3)ncnc21)NCCCn1ccnc1	0	2
102	Cc1ccc(N=C2NC(=O)/C(=C\c3cccs3)S2)cc1C	57*	-22
103	O=c1[nH]c2ccc(S(=O)(=O)N3CCCCC3)cc2[nH]1	3	0
104	COc1ccc(-c2nnnn2CCc2ccccc2)cc1	18	8
105	COc1ccccc1NC(=O)c1ccc(-c2ccccc2[N+](=O)[O-])o1	21	-29
106	COc1c2ccoc2cc2oc(C)cc(=O)c12	7	2
107	COc1ccc(CN2CCNC(=O)C2CC(=O)N(C)Cc2ccon2)c(OC)c1 (configuration not stated)	3	-3
108	O=C1CC(/C=C/c2cccnc2)=Nc2ccccc2N1	36	-12
109	CC(=O)Oc1c(C)c(C)c2c(c1C)CCC(C)(CCCC(C)CCCC(C)CCCC(C)C)O2 (configuration not stated)	12	-1
110	Cc1nn(C)c(C(=O)Nc2ccc(Cn3cccn3)cc2)c1[N+](=O)[O-]	10	-14
111	CC(=O)Nc1ccc(S(=O)(=O)/N=C2\SCCN2S(=O)(=O)c2ccc(NC(C)=O)cc2)cc1	10	3

Filtered by structure: the entries above with a Cl atom.
entry	SMILES	OX1R antag-1	OX1R antag-2
3	COc1cccc(C2N(c3cccc(Cl)c3)C(=O)C3CCCN32)c1 (configuration not stated)	11	-3
9	Cc1ccc(C)n1N1C(=O)/C(=C\c2ccc(Cl)cc2)SC1=S	6	-12
16	Cc1cc(C)c(NC(=O)CSc2nc3ncc(Br)cc3[nH]2)c(Cl)c1	4	-13
19	CCOC(O)[C@H]1N[C@@H](c2ccc(Cl)cc2)[C@@H]([N+](=O)[O-])[C@@H]1c1ccccc1 (some centres not stated)	21	-32
22	Cc1cc(Nc2ccccc2Cl)nc(-c2ccccc2O)n1	11	-42
41	Cc1nc(NCCN2CCOCC2)c2nnn(Cc3c(F)cccc3Cl)c2n1	-8	-21
52	COc1ccc(NC(=O)C(C)(C)Oc2ccc(Cl)cc2)cn1	8	-15
70	Clc1ccc(C2=Nc3cc(Cl)ccc3OC2)cc1	13	-19
75	O=C(O)/C(=N/NC(=O)c1ccc(Cl)cc1)c1ccccc1	9	-1
84	O=C(NCc1cccnc1)c1nn2cccnc2c1Cl	8	-18
86	O=C(/C(=C/c1cccc(Cl)c1)c1nc2ccccc2[nH]1)c1ccccc1	15	-11
96	O=C(O)CCn1cc(/C=C/C(=O)c2ccc(Cl)cc2)c(-c2ccc(Br)cc2)n1	9	-7
97	CC(=O)NC(=S)Nc1ccc2oc(-c3cc(F)c(F)cc3Cl)nc2c1	20	-22

Assay outcomes deposited in PubChem by The Scripps Research Institute Molecular Screening Center.

Random draw from the library; 2% or so of the library scored in one or more.
